Screening data from PubChem BioAssay.
DRD3 agonist: qHTS of D3 Dopamine Receptor Agonist: qHTS. D3R DiscoveRx beta-arrestin cells, luminescence, 90 min. max activation, %. 410,000 tested, 0.58% active; in the data active = max activation above about 30%; also: 0% is about no effect; mostly tested at two doses, the higher about 12 µM
Target sequence (P35462 whole entry, looked up): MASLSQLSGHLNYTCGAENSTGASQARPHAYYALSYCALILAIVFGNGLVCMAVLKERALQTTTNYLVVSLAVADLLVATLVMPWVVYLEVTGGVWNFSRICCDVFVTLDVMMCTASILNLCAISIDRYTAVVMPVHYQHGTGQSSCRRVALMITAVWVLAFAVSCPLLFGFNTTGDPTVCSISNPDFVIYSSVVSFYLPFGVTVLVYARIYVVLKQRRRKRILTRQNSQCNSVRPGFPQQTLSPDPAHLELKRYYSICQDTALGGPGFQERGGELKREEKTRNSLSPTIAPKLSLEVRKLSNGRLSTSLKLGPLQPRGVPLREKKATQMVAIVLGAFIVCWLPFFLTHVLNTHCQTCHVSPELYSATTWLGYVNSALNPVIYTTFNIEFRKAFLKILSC
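Agonist-mode cell screen: cells plated at 1500/well and incubated overnight at 37 °C, then exposed to library compounds for 90 min at 37 °C. Detection reagent was added for 30–60 min at room temperature, and luminescence was read.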
HEK293 tox: qHTS of GLP-1 Receptor Inverse Agonists: Cytotox Screen | HEK293 cAMP-luciferase reporter cells, luminescence, 24 h | Potency, µM (top dose mostly 38.3 µM), for the others: top-dose activity change, negative = inhibition, usual class: inhibitors | 410,000 tested, 0.13% active | AID 624418, 2012; active = well fitted inhibition curve with a large enough effect; inconclusive = small, poorly fitted or top-dose-only effect, or another doubt; inactive = no such curve, though single readings can be large or run the other way;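 also: loss of luciferase light is scored as toxicity; potency is read from the fitted curve at half-maximal effect; % is scaled to controls: 0 for no effect and ±100 for the full control effect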
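1536-well qHTS counterscreen of the MLSMR; 200 cells/uL, 12 h pre-incubation, 23 nL cpd, 24 h at 37 deg C 5% CO2, luciferase detection reagent, 12 min RT, luminescence. Inhibition = undesired.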
* hit, by the source's call; ? = inconclusive; [ ] = dose if it differs, or a comment. Some of the compounds tested, so the mix of outcomes need not match the whole.

SMILES | DRD3 agonist | HEK293 tox
O=C(CCc1nnc2n(Cc3ccccc3Cl)c(=O)c3ccccc3n12)Nc1ccc(F)c(F)c1 | 7 | -3%
COc1ccc(-c2noc(CSCC(=O)Nc3cc(OC)c(OC)c(OC)c3)n2)cc1OC | 0 | -9%
Cc1cccc(CSc2cn(CC(=O)N3CCCC3)c3ccccc23)c1 | -6 | 0%
CCc1ccc(S(=O)(=O)N(C(=O)Oc2ccccc2)c2ccc3oc(C)c(C(=O)OC)c3c2)cc1 | -1 | -7%
Cc1ccc(N2CC(NC(=O)/C=C\c3ccc4c(c3)OCO4)CC2=O)cc1 (configuration not stated) | 7 | 1%
COc1ccc(CNC(=O)CCC(=O)N2CCSc3ccccc32)cc1 | -15 | -6%
Cc1ccc(Nc2ncnc3c2nc2n3CCCC2)c(Br)c1 | -2 | 16%
CCn1cc(S(=O)(=O)c2cccc(Cl)c2)c(=O)c2cc(F)c(N3CCN(C)CC3)cc21 | 3 | -26%
Cc1ccc(C2C=C(c3ccc(Cl)cc3)Nc3nc(NS(=O)(=O)c4ccccc4)nn32)cc1 (configuration not stated) | 4 | 493%[activator]
COc1ccc(-c2csc(-c3c(N)c(C(=O)c4ccccc4)n4ccccc34)n2)cc1 | 1 | 2%

Of the compounds above, these have fluorine:
SMILES | DRD3 agonist | HEK293 tox
O=C(CCc1nnc2n(Cc3ccccc3Cl)c(=O)c3ccccc3n12)Nc1ccc(F)c(F)c1 | 7 | -3%
CCn1cc(S(=O)(=O)c2cccc(Cl)c2)c(=O)c2cc(F)c(N3CCN(C)CC3)cc21 | 3 | -26%

The list goes on:
SMILES | DRD3 agonist | HEK293 tox
COc1cccc(Nc2c3c(nc4nncn24)CCC3)c1 | 10 | 0%
Cc1ccc(NC(=O)CSc2ncc3c(n2)-c2ccccc2N(C)S3(=O)=O)c(Cl)c1 | -8 | ?
CC(=O)Nc1cc(C(=O)NCc2ccc(C)cc2)ccc1Sc1ccc(C)cc1 | -7 | -3%
COc1ccc(Cl)cc1NC(=O)N1CCC(CN2CCCCCC2)CC1 | -5 | -1%
Cc1ccc(NC(=O)c2sc3nc[nH]c(=O)c3c2C)cc1C | 0 | 1%
O=C(Nc1ccc(Cl)cc1Cl)c1cc(S(=O)(=O)N2CCN(c3ccccc3F)CC2)ccc1F | -6 | 1%
N#Cc1c(C(F)(F)F)cc(-c2ccc(F)cc2)nc1SCC(=O)Nc1ccccc1 | -6 | 1%
CCCCCNC(=O)c1cc2c(=O)n3ccccc3nc2n1C | 4 | 40%[activator]
COc1ccc(-c2cn3cccnc3n2)cc1NC(=O)Nc1ccc(Cl)cc1 | 2 | 3%
COc1ccc(NC(=O)CC2C(=O)N(c3ccccc3)C(=O)N2Cc2cccnc2)cc1 (configuration not stated) | 0 | -1%
Cc1ccc(NC(=O)Cn2cc(C(=O)C3CCCCC3)c3ccccc32)cc1 | 4 | 4%
O=C(c1cccc(Cl)c1)N1CCC(c2nc3ccccc3o2)CC1 | 8 | 5%
CCOc1ccc(S(=O)(=O)Nc2ccc3c(c2)c(C(C)=O)c(C)n3S(=O)(=O)c2ccc(OCC)cc2)cc1 | 6 | 1%
Nc1c(C(=O)Nc2ccc(OC(F)(F)F)cc2)sc2nc(-c3ccncc3)ccc12 | -6 | 47%[activator]
Cc1ccccc1CN1C(=O)c2ccccc2Sc2ccc(C(=O)NC(C)c3ccccc3)cc21 (configuration not stated) | 1 | -10%
COc1ccc(CC2C(=O)Nc3ccc(Br)cc32)cc1OC (configuration not stated) | -10 | -6%
Cc1ccc(C)c(NC(=O)Cn2ccn(-c3ccc(F)cc3)c(=O)c2=O)c1 | -3 | -3%
O=C(CSc1nc2ccccc2nc1Cc1ccc(Cl)cc1)Nc1ccc2c(c1)OCO2 | -12 | -2%
CCCCn1c(SCC(=O)Nc2ccc(OCC)cc2)nc2ccsc2c1=O | -6 | 0%
O=C(Nc1ccc(F)c(Cl)c1)C1Cc2ccccc2CN1S(=O)(=O)c1ccc(F)cc1 (configuration not stated) | -10 | -5%
CCc1ccc(NC(=O)c2ccc(F)c(S(=O)(=O)N3CCN(c4ccc(OC)cc4)CC3)c2)cc1 | 15 | 1%
c1ccc(N2CCN(c3ncnc4[nH]ncc34)CC2)cc1 | 2 | 2%
Cc1c(C(=O)OC2CCCCC2)[nH]c2c1C(=O)CC(c1ccc(F)cc1)C2 (configuration not stated) | -7 | -5%
Cc1csc2nc(COC(=O)c3cccc(NC(=O)c4cccc(Cl)c4)c3)cc(=O)n12 | -25 | -6%
COc1ccc(C(CNC(=O)c2oc3ccc(C)cc3c2C)N2CCOCC2)cc1 (configuration not stated) | -28 | 5%
Cc1ccc(O)c(NC(=O)CCS(=O)(=O)c2nc(-c3cccs3)cc(C(F)(F)F)n2)c1 | -2 | 2%
O=C(Cn1ccn(-c2ccc(F)cc2)c(=O)c1=O)Nc1ccccc1C(F)(F)F | 3 | 1%
CC(=O)C1=C(c2ccc(Cl)c(Cl)c2)N(C(C)=O)n2c(nnc2C2CCCCC2)S1 | 3 | 3%
COc1cccc(C(=O)Nc2ccccc2C(=O)OCc2cc(=O)n3c4c(sc3n2)CCCC4)c1 | -8 | 9%
COc1cc(/C=C/c2nc(C#N)c(N3CCN(C)CC3)o2)cc(OC)c1OC | 5 | 11%
COc1cccc(-c2nc3c(c(SCC(=O)Nc4cccc(C)c4C)n2)Cc2c(CO)cnc(C)c2O3)c1 | -10 | -1%
O=C(c1ccc2c(c1)N(Cc1cccc(Cl)c1)C(=O)c1ccccc1S2=O)N1CCC(Cc2ccccc2)CC1 (configuration not stated) | 5 | 2%
COc1ccc(Cl)cc1NC(=O)Cn1c2ncccc2c(=O)n1-c1ccc(C)c(C)c1 | 10 | 2%
Brc1ccc(Nc2c3c(nc4nncn24)CCC3)cc1 | -3 | 1%
CC(C)CC(=O)Nc1ccc2nc(SCC(=O)N3CCOCC3)sc2c1 | 5 | 1%
Cc1ccccc1CSc1nc2c(sc3ccccc32)c(=O)n1CCCC(=O)NCCCOC(C)C | 1 | 6%
Cc1cccn2c(=O)cc(COc3cccc(NC(=O)c4ccccc4F)c3)nc12 | -21 | -8%
CCCNC(=O)Cn1c(=O)c2cccn2c2cccnc21 | 0 | -1%
Cc1ccc(Cl)cc1NC(=O)CSc1nc2ccccc2nc1Cc1ccccc1 | -14 | 21%
Cc1ccc(NC(=O)c2oc3c(c2C)-c2[nH]ncc2CC3)c(Cl)c1 | -18 | 1%
CCOC(=O)c1c(C)[nH]c(CCC(=O)Nc2c(Cl)cc(OC)cc2OC)c1C | 10 | -2%
CCOc1ccc(NC(=O)Cn2c(=O)n(CC(=O)NCCc3ccccc3)c(=O)c3sccc32)cc1 | -7 | 2%
Cc1ccc(CSc2nc3cccnc3n2Cc2ccc(C(=O)NCCc3cccs3)cc2)cc1 | -18 | -5%
Cc1ccc(NC(=O)/C(C#N)=C\c2ccc(-c3ccc(Cl)cc3)o2)c(C)c1 | 0 | 1%
Cc1cc(C)cc(NC(=O)CSc2nc(-c3ccccc3)c3cc(F)ccc3n2)c1 | 4 | 3%
COc1ccc(-c2cn3c(n2)sc2cc(C(=O)Nc4cc(OC)cc(OC)c4)ccc23)cc1 | 8 | 3%
CCOc1ccc(-c2nonc2NC(=O)c2ccccc2C)cc1 | -10 | -3%
Cc1ccc2nc(SC(Cc3cc(Cl)ccc3Cl)C(=O)O)[nH]c2c1 (configuration not stated) | 0 | 1%
Cc1ccc(NC(=O)Nc2nnc(SCC(=O)N(C(C)C)C(C)C)s2)cc1 | 7 | 4%
CCC(=O)N1CCc2cc(Br)cc(S(=O)(=O)CCC(=O)NCCc3cccc(C)c3)c21 | -5 | 1%
(cont.)
SMILES | DRD3 agonist | HEK293 tox
O=C(CSc1nccn1Cc1ccc(F)cc1)NCc1ccco1 | 5 | 7%
COc1ccc(C)cc1NC(=O)c1cc2c(s1)-c1ccccc1SC2 | 7 | -9%
CC1CCc2c(sc3nc(-c4cc5cc(Br)ccc5oc4=O)[nH]c(=O)c23)C1 (configuration not stated) | -11 | 1%
CCOC(=O)c1cc(C)n(CC2CCC(C(=O)Nc3cc(OC)cc(OC)c3)CC2)c1C (configuration not stated) | -9 | -2%
COc1ccc(CNC(=O)Cc2c(C)c3cc4c(C)coc4c(C)c3oc2=O)cc1 | 11 | -2%
CCN(C(=O)c1cn(-c2cccc(OC)c2)c(=O)c2ccccc12)c1ccccc1C | -4 | 1%
COc1ccc(OC)c(NC(=O)c2c(NCc3ccc(C)o3)sc3c2CCCCC3)c1 | -8 | -1%
COc1cccc(Nc2sc(C(=O)c3ccc(F)cc3)c(N)c2C(=O)NCc2ccc(C)cc2)c1 | 9 | ?
CCOC(=O)C1CCN(c2ncnc3c2c(-c2ccccc2)cn3-c2cccc(C)c2)CC1 | 7 | 6%
CCc1ccc(-n2c(=O)c3c(C)c(C(=O)N(C)C)sc3n(CC(=O)Nc3cc(Cl)ccc3C)c2=O)cc1 | -15 | 5%
Cc1ccc(S(=O)(=O)c2nc(-c3cccs3)oc2SCC(=O)Nc2cc(C)cc(C)c2)cc1 | -7 | -11%
Cc1ccc(C)c(CN2C(=O)c3ccccc3S(=O)(=O)c3ccc(C(=O)N4CCN(c5ccccc5)CC4)cc32)c1 | 1 | 3%
Cn1c(C(=O)NCc2ccccc2F)cc2cc(S(=O)(=O)N3CCCCC3)ccc21 | -15 | 3%
Cc1ccccc1CSc1nc2cc(C(=O)NC3CCCC3)ccc2c(=O)n1Cc1ccccc1 | -15 | -5%
COc1ccc(OC)c(C2C(C(=O)Nc3ccc(C)cc3C)=C(C)Nc3c(C(=O)Nc4ccc(F)cc4)cnn32)c1 (configuration not stated) | 5 | -3%
Cc1nnc(NC(=O)CSc2nccn2-c2ccc(Cl)cc2)s1 | -1 | -2%
COc1cccc(C(=O)N(Cc2sccc2C)C2CCS(=O)(=O)C2)c1 (configuration not stated) | 8 | 1%
COc1ccc(Br)cc1CNC(=O)c1ccc(-n2c(C)cc3c2CCC(C)C3)cc1 (configuration not stated) | -12 | -6%
COCCNC(=O)CSc1cn(CC(=O)N2CCCCCC2)c2ccccc12 | -12 | 1%
COCC(=O)n1nc(-c2ccco2)nc1NCc1ccccc1Cl | 1 | -11%
CCC(C)NC(=O)C1CCN(C(=O)c2cc3sccc3n2Cc2ccc(Cl)cc2)CC1 (configuration not stated) | 12 | -7%
CN(C)c1ccc(Nc2nc3ccccc3n3nnnc23)cc1 | -14 | -15%
COc1cc(NC(=O)CN2C(=O)C(c3ccc(C)cc3)=NC23CCCCCC3)cc(OC)c1 | -2 | -1%

Compounds listed so far that contain two or more sulfur atoms:
SMILES | DRD3 agonist | HEK293 tox
Cc1ccc(NC(=O)CSc2ncc3c(n2)-c2ccccc2N(C)S3(=O)=O)c(Cl)c1 | -8 | ?
CCOc1ccc(S(=O)(=O)Nc2ccc3c(c2)c(C(C)=O)c(C)n3S(=O)(=O)c2ccc(OCC)cc2)cc1 | 6 | 1%
CCCCn1c(SCC(=O)Nc2ccc(OCC)cc2)nc2ccsc2c1=O | -6 | 0%
Cc1ccc(O)c(NC(=O)CCS(=O)(=O)c2nc(-c3cccs3)cc(C(F)(F)F)n2)c1 | -2 | 2%
CC(C)CC(=O)Nc1ccc2nc(SCC(=O)N3CCOCC3)sc2c1 | 5 | 1%
Cc1ccccc1CSc1nc2c(sc3ccccc32)c(=O)n1CCCC(=O)NCCCOC(C)C | 1 | 6%
Cc1ccc(CSc2nc3cccnc3n2Cc2ccc(C(=O)NCCc3cccs3)cc2)cc1 | -18 | -5%
Cc1ccc(NC(=O)Nc2nnc(SCC(=O)N(C(C)C)C(C)C)s2)cc1 | 7 | 4%
COc1ccc(C)cc1NC(=O)c1cc2c(s1)-c1ccccc1SC2 | 7 | -9%
Cc1ccc(S(=O)(=O)c2nc(-c3cccs3)oc2SCC(=O)Nc2cc(C)cc(C)c2)cc1 | -7 | -11%
Cc1nnc(NC(=O)CSc2nccn2-c2ccc(Cl)cc2)s1 | -1 | -2%
COc1cccc(C(=O)N(Cc2sccc2C)C2CCS(=O)(=O)C2)c1 (configuration not stated) | 8 | 1%
